Assay outcomes: PubChem BioAssay, several laboratories
TcdB GH inh: TcdB glycohydrolase inhibition; inhibition, % at 9.99 µM; 350,000 compounds, 0.24% hits; TcdB glycohydrolase enzymatic assay, plate reader; in the data active = inhibition above about 10%
Rv3671c protease: inhibits the M. tuberculosis serine protease Rv3671c. inhibition, % at 5.96 µM. 320,000 compounds, 0.048% hits; in the data active = inhibition above about 38%;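 note: extracellular domain of Rv3671c used as enzyme; 0% = enzyme with DMSO and 100% = no enzyme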
MazF activator: activators of E. coli MazEF toxin-antitoxin RNase; P0AE70; FAM/BHQ RNA-DNA oligo cleavage fluorescence, 5 h; activation, % at 20 µM; 350,000 compounds, 0.32% hits; in the data active = activation above about 50%
Target sequence (P0AE70 whole entry, looked up): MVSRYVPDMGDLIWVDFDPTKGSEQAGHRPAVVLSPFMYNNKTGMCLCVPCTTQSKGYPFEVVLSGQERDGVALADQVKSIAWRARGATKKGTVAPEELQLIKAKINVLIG
PfHsp40 yeast: rescue of PfHsp40-mediated yeast toxicity | S. cerevisiae expressing PfHsp40, growth rescue, ATP luminescence | growth rescue, % at 12.5 µM | 340,000 compounds, 0.68% hits; in the data active = growth rescue above about 28%, passing the limit was not always enough; inconclusive = no clear call, values can overlap the other calls;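 note: yeast W303a lacking pdr1 and pdr3 grown in galactose medium; growth measured after three days at 30 °C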
Anthrax LF prot: anthrax lethal factor protease inhibition | multiplex microsphere protease cleavage assay, LF | 360,000 compounds, 0.12% hits | inhibition, % at 10 µM | P15917; in the data active = inhibition above about 30%; inconclusive = no clear call, values can overlap the other calls; note: plate controls were buffer without enzyme for full effect and enzyme alone for no effect
Target sequence (P15917 whole entry, looked up): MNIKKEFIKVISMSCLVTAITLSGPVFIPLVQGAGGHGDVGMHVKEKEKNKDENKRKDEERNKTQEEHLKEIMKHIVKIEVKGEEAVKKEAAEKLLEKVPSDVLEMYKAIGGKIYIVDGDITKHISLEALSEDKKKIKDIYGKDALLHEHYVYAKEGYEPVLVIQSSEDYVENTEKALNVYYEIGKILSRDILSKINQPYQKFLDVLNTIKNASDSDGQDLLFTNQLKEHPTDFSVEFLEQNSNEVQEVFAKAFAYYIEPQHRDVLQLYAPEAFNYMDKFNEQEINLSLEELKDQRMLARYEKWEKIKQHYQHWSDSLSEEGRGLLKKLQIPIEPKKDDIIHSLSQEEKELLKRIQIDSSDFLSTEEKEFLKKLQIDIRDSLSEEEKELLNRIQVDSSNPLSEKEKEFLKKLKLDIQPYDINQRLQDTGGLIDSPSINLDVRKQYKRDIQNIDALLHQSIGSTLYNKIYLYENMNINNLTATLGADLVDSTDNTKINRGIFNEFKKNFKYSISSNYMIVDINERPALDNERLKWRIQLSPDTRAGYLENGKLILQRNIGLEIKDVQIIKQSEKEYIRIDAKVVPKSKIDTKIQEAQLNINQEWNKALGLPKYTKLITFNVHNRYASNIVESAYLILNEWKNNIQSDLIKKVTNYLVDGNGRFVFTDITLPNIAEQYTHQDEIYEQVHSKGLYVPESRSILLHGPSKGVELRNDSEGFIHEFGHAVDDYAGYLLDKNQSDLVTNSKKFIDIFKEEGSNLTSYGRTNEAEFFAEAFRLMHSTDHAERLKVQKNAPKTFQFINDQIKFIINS
SARS 3CLpro inh: SARS-CoV 3CLpro protease inhibition; P0C6X7; recombinant SARS-CoV 3CLpro, quenched FRET peptide cleavage; inhibition, % at 6 µM; 290,000 compounds, 0.14% hits; AID 1706; in the data active = inhibition above about 12%
VHR inh abs: blocks human VHR1 dual specificity phosphatase; P51452; recombinant VHR phosphatase, pNPP absorbance; inhibition, % at 13.3 µM; 290,000 compounds, 0.52% hits; AID 1654; in the data active = inhibition above about 50%; note: some compounds called inactive have numbers as strong as hits
Target sequence (P51452 whole entry, looked up): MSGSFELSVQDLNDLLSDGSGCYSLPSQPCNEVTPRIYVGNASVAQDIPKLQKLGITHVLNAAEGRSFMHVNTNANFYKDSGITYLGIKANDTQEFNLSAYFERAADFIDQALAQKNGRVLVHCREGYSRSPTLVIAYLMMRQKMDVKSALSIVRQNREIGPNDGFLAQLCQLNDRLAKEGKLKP
Vc quorum ag: inducers of Vibrio cholerae quorum light production without autoinducers. 350,000 compounds, 0.16% hits. V. cholerae BH1578 lux reporter, luminescence, 6 h. activation, % at 18.7 µM; in the data active = activation mostly above about 9.7%, no sharp cut-off; inconclusive = no clear call, values can overlap the other calls; inactive = mostly below about 3.7%; note: not every result past the cut was called active; inactives centre near 0; reference of the scale not given here
Y pestis TopoI: Y. pestis Topo-I inhibition via cleavage products; Y. pestis Topo-I cleavage product accumulation, plate reader; AID 504884; 360,000 compounds, 0.064% hits; activity, % at 10 µM; in the data active = activity above about 50%, passing the limit was not always enough; inconclusive = no clear call, values can overlap the other calls; note: inactives centre near 2
SSB-PriA inh: K. pneumoniae PriA-SSBct interaction inhibition | AlphaScreen SSBct-PriA binding, biotinylated peptide | inhibition, % at 33 µM | 430,000 compounds, 0.6% hits | AID 1272365; in the data active = inhibition mostly above about 37%, no sharp cut-off; inactive = mostly below about 20%;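 note: plate controls were negative control peptide for no effect and reference peptide for full effect; strong numbers were not always called active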
The depositor's hits bear a star; i = inactive; ? = inconclusive; nt = no result given; & = joins results of further samples.

The opening six entries as a preview:
SMILES	TcdB GH inh	Rv3671c protease	MazF activator	PfHsp40 yeast	Anthrax LF prot	SARS 3CLpro inh	VHR inh abs	Vc quorum ag	Y pestis TopoI	SSB-PriA inh
CCO[C@H]1OC(C(=O)NC2CC2)=C[C@@H](C2CCCCC2)[C@@H]1CCCO	-0.5&1.0	0	4	0.8	11	nt	19	-0.5	5	2
COC(=O)c1ccc(COc2cccnc2[N+](=O)[O-])cc1	-0.5	-3	0	-1.7	6	0	12	-0.1	2	4
O=C(CNC(=O)c1ccc2ccccc2c1)OCC(=O)N1CCN(S(=O)(=O)c2ccc3ccccc3c2)CC1	-0.6	-48	-32	0.7	-3	1	3	-0.4	36	11
CN(Cc1ccco1)c1ncnc2ccc(-c3ccccc3Cl)cc12	-3.1	-9	-11	-0.9	-6	nt	nt	-0.5	48	-6
COC(=O)c1cc(OC)c(OC)cc1NC(=S)N1CCC(C(N)=O)CC1	nt	11	-6	-0.4	-3	1	-8	i	4	-1
COc1ccc(-n2c(=O)c(CCC(=O)N(C)Cc3ccccc3C)nc3ccccc32)cc1	0.6	-9	1	-0.5	-2	4	17	i	41	-8

All compounds of this part (from the top)
SMILES	TcdB GH inh	Rv3671c protease	MazF activator	PfHsp40 yeast	Anthrax LF prot	SARS 3CLpro inh	VHR inh abs	Vc quorum ag	Y pestis TopoI	SSB-PriA inh
CCO[C@H]1OC(C(=O)NC2CC2)=C[C@@H](C2CCCCC2)[C@@H]1CCCO	-0.5&1.0	0	4	0.8	11	nt	19	-0.5	5	2
COC(=O)c1ccc(COc2cccnc2[N+](=O)[O-])cc1	-0.5	-3	0	-1.7	6	0	12	-0.1	2	4
O=C(CNC(=O)c1ccc2ccccc2c1)OCC(=O)N1CCN(S(=O)(=O)c2ccc3ccccc3c2)CC1	-0.6	-48	-32	0.7	-3	1	3	-0.4	36	11
CN(Cc1ccco1)c1ncnc2ccc(-c3ccccc3Cl)cc12	-3.1	-9	-11	-0.9	-6	nt	nt	-0.5	48	-6
COC(=O)c1cc(OC)c(OC)cc1NC(=S)N1CCC(C(N)=O)CC1	nt	11	-6	-0.4	-3	1	-8	i	4	-1
COc1ccc(-n2c(=O)c(CCC(=O)N(C)Cc3ccccc3C)nc3ccccc32)cc1	0.6	-9	1	-0.5	-2	4	17	i	41	-8
Cc1ccc(OC(=O)CCNC(=O)c2ccccc2Cl)c(Br)c1	0.7	3	3	-0.7	-4	nt	nt	i	15	-17
O=C1C2C3C=CC(C3)C2C(=O)N1c1n[nH]c(-c2ccccc2)n1 (stereo unspecified)	nt	-3	1	-0.5	-10	-1	25	-0.2	-13	8
Cc1cc(=O)[nH]c(N)n1	-0.1	-7	4	1.6	0	0	-4	-0.6	-6	5&-13
COC(=O)CN1C(=O)Nc2ccc(Br)cc2C1c1ccccc1 (stereo unspecified)	nt	7	2	0.9	-1	-6	12	-7.1	18	-16
CN(C(=O)c1ccncc1)c1nnc(-c2ccncc2)s1	nt	4	6	0.5	-1	-7	4	-1.7	-4	-8
O=C1CC(N2CCOCC2)C(=O)N1c1cc(Cl)cc(Cl)c1 (stereo unspecified)	nt	-7	2	0.5	4	6	-1	-1.0	5	3
CCOc1ccc(S(=O)(=O)N2CCC(C(=O)NCc3ccccn3)CC2)cc1Cl	0.6	10	-2	-0.8	0	6	16	i	-7	-8
CSc1ncccc1C(=O)N1CCCC(N2CCN(c3ccccc3C)CC2)C1 (stereo unspecified)	1.1	nt	0	nt	-2	nt	nt	i	4	nt
COc1ccc(CNC(=O)c2cc(C3CC3)on2)cc1	1.0	2	-2	0.7	3	nt	17	0.3	-3	-21
COc1ccc2c(c1)/C(=C/c1cnc[nH]1)C(=O)N2	2.1	-5	0	-0.1	-12	-3	-22	i	-8	-1
Cc1ccc(Nc2ccc(S(=O)(=O)N3CCOCC3)cc2[N+](=O)[O-])c(C)c1	nt	-2	2	2.3	-1	7	4	-0.4	34	51*
O=C(Nc1ccc(C(F)(F)F)cc1)C1CCCCN1S(=O)(=O)c1ccccc1 (stereo unspecified)	0.2	9	3	6.6	-3	nt	nt	i	9	0
Cc1ccc(NC(=O)C2CCCN(c3nccc(C)n3)C2)c(C)c1 (stereo unspecified)	-0.5	6	9	-1.4	-4	7	25	-0.3	8	-20
COc1ccccc1Nc1nnc(SCC(=O)c2cc(C)n(CC3CCCO3)c2C)s1 (stereo unspecified)	nt	-1	2	-0.8	-1	-1	22	-0.3	19	4
CCOC(=O)c1c(C)[nH]c(C(=O)CN(C)CC(=O)Nc2ccccc2C(F)(F)F)c1C	1.6	-4	0	0.5	13	nt	nt	-6.1	19	6
O=C(c1ccc(Cl)cc1)c1ccc(OCC(=O)N2CCOCC2)cc1	nt	-9	-19	-0.2	-3	-6	nt	3.8	1	-6
CC(=O)OC(C(=O)NC1CCCCC1)c1ccncc1 (stereo unspecified)	5.6	1	9	0.3	-5	4	9	-0.3	-2	-7
O=C(OCC(=O)N1CCCC1=O)C1COc2ccccc2O1 (stereo unspecified)	-0.7	-3	8	-0.5	-2	-4	11	1.6	5	-3
N#Cc1cn(-c2ccccc2)nc1-c1ccco1	nt	-2	8	1.2	-5	-1	21	nt	13	-7
O=C1ON=C(c2ccccc2)/C1=C/c1ccc(OS(=O)(=O)c2ccccc2)cc1	2.0	4	-6	-2.1	0	6	-16	-0.4	2	23
COC(=O)c1cccc(C(=O)N2CCCC(Nc3ccc4c(c3)OCCO4)C2)c1 (stereo unspecified)	-0.6	-5	6	-0.5	-1	-7	10	-0.4	7	4
COc1ccc(CNS(=O)(=O)c2ccc(NC(=O)N3CCCCC3)cc2)cc1	-0.5	0	7	?	-4	-5	29	i	12	-16
O=C(CN(Cc1ccc(F)cc1)C(=O)CNS(=O)(=O)c1ccccc1)NCC1CCCO1 (stereo unspecified)	0.7	6	2	-1.4	-2	-3	23	0.1	6	-1
CC(C)C1(C)N=C(c2ncccc2C(=O)O)NC1=O (stereo unspecified)	0.4	4	8	-0.7	1	7	8	-3.5	-5	-10
COc1ccc(S(=O)(=O)n2nc(OC(=O)c3ccccc3Br)cc2N)cc1	nt	5	0	0.0	2	2	15	nt	-4	-5
COc1ccc(S(=O)(=O)NCCSC(C)(C)C)cc1Cl	nt	-10	-12	-0.5	-4	1	14	i	1	-6
CCOc1ccccc1C(=O)Nc1cc(=O)n(C)c(=O)n1C	0.0	-1	-16	0.8	1	8	10	-0.1	5	-16
Cc1cc(C)nc(NC(=O)CSc2nc3ccccc3o2)n1	nt	-3	-1	1.7	-1	0	25	-0.4	0	7
COc1cc(S(=O)(=O)N2CCN(Cc3ccccc3)CC2)ccc1Br	nt	-4	2	-0.2	0	2	-9	-0.1	16	-5
COc1ccc(CCC(=O)N2CCN(C3CCCCC3)CC2)cc1	nt	1	8	-1.0	-1	3	1	-0.2	14	-21
CC(=O)c1ccc(C(=O)NC2CCCN(Cc3ccccc3F)C2)s1 (stereo unspecified)	-0.1	-11	3	-0.1	-4	-2	18	-0.4	-1	-7
CCC(C)NCCOc1cccc(Br)c1 (stereo unspecified)	0.1	4	3	0.8	-2	-2	-10	7.7	3	-21
O=C(Nc1cccc2cccnc12)c1csc([C@@H]2O[C@H](CO)[C@H](O)[C@H](O)[C@H]2O)n1	0.7	nt	nt	nt	-10	nt	nt	-0.7	-2	nt
Cc1cc(=O)[nH]c2ccc(S(=O)(=O)NCc3ccccc3)cc12	0.7	-3	10	0.0	-2	-8	34	-0.1	7	-7
O=C(Cc1ccccc1)NCCCc1ccccc1	nt	1	12	0.3	-6	2	11	-0.3	-4	-5
COC(=O)CN(C)C(=O)c1ccc2nc(Cc3cccc(Cl)c3)oc2c1	0.4	11	3	-2.2	1	-1	14	-0.6	0	-4
O=C(O)c1ccc(S(=O)(=O)c2ccccc2)cc1	nt	4	-3	-0.5	-1	1	-8	-0.3	4	-9
Cc1cc(Br)ccc1NC(=O)CN(C)C(=O)Cn1c(=O)cnc2ccccc21	-3.2	-1	-11	0.7	3	1	14	i	6	-4
O=C(O)c1ccc(N2Cc3ccccc3C2)cc1O	nt	8	-4	1.3	-4	2	35	-0.4	-4	-9
CC(C)CC(=O)NC1(C(F)(F)F)C(=O)N(Cc2ccccc2)C2=C1C(=O)CC(C)(C)C2 (stereo unspecified)	nt	-9	12	0.7	-3	1	3	i	-2	-15
CC(C)C[C@H]1CNC(=S)N1CC1CCCN1C[C@H](CC(C)C)N1C[C@H](CC(C)C)N(CC2CCCCCC2)C1=S (stereo partly specified)	0.5	nt	-7	-0.6	-6	nt	nt	i	-4	16
O=c1[nH]nc(-c2ccc(F)cc2)cc1Cc1ccccn1	3.1	7	-4	1.0	2	3	-4	i	-2	-8
COc1ccc(/C=C2/C(=N)N3N=C(CC(=O)N4CCCC4)SC3=NC2=O)cc1	0.6	3	-1	-1.7	2	-1	-41	-0.2	0	-10
Cc1ccc(S(=O)(=O)n2nc(OC(=O)c3cccc(F)c3)cc2N)cc1	1.3	0	2	1.6	1	-2	10	0.2	1	-1
COc1ccccc1CC(=O)OC(C)C(=O)Nc1ccc(S(=O)(=O)N2CCCCC2)cc1 (stereo unspecified)	0.8	-12	11	1.0	7	nt	nt	-3.2	22	6
Nc1c(Cl)cc(-c2csc(NC(CO)c3nc4ccccc4n3CCOCCO)n2)cc1Cl (stereo unspecified)	5.5	-11	3	0.7	1	nt	nt	-4.5	20	2
Cc1[nH]c2ccccc2c1C(=O)CN1CCCCC1C (stereo unspecified)	nt	-1	-2	-0.5	0	-2	-17	1.0	-11	-8
S=c1[nH]c(-c2ccc(Br)cc2)cn1CCc1ccccc1	0.3	5	-8	0.2	-4	1	27	-0.5	18	-10
Cc1cc(C)n2nc(SCc3nnc(-c4cccs4)o3)nc2n1	0.6	-15	-10	-0.7	-1	-1	11	i	-4	4
Cc1nc2ccc(NC(=O)CS(=O)(=O)c3ccc(F)cc3)cc2s1	-0.4	-2	7	-1.5	-12	nt	nt	i	-4	2
CCCCc1c(O)nc(SCC(=O)N2CCOCC2)[nH]c1=O	nt	-1	-6	-1.4	2	0	-4	i	4	-2
O=C1Nc2ccccc2/C1=C/c1cnc[nH]1	1.2	-1	2	-1.3	-7	-4	33	i	2	8
COc1ccc(C(=O)Nc2cccc(C(=O)N3CCN(C)CC3)c2)cc1	nt	3	-3	-0.2	-6	2	-4	-1.3	-1	-3
Cn1c(Cc2ccccc2)nnc1SCC(=O)c1ccc(Br)s1	nt	-3	1	0.9	-3	-4	-16	i	10	-5
Continuation:
SMILES	TcdB GH inh	Rv3671c protease	MazF activator	PfHsp40 yeast	Anthrax LF prot	SARS 3CLpro inh	VHR inh abs	Vc quorum ag	Y pestis TopoI	SSB-PriA inh
COc1ccc(OC)c(NC(=O)Nc2ccccc2C)c1	nt	0	5	0.3	-8	1	32	-0.7	-3	-11
Cc1ccccc1NC(=O)c1cn(-c2ccccc2)nc1-c1ccccc1	1.7	-22	2	5.3	2	0	2	-0.2	-4	-3
CCOC(=O)C1CCN(C(=O)c2sc3nc(-c4ccc(F)cc4)cn3c2C)CC1	nt	1	3	0.4	-19	8	5	-0.4	22	-13
COc1cccc(NC(=S)/C(=C(\[O-])c2cc(C)n(-c3ccccc3F)c2C)[n+]2ccc(N(C)C)cc2)c1	1.0	-2	8	3.9	1	2	18	-0.1	4	nt
O=C1NC(=O)C2(COC(c3ccncc3)OC2)S1 (stereo unspecified)	0.8	2	3	-0.8	-2	2	-7	-2.9	2	-14
O=C(Cn1cc(/C=N/NC(=O)c2cccc(C(F)(F)F)c2)c2ccccc21)Nc1ccc(F)cc1	1.5	0	6	-0.8	-3	2	46	-0.7	0	nt
CC(=O)c1ccc(OCc2cc(C(=O)N(C)Cc3ccccn3)no2)cc1	3.5	nt	0	0.7	5	0	11	-0.4	-1	1
CCOC(=O)Sc1nc2ncncc2[nH]1	2.5	nt	-5	-0.8	-7	nt	nt	i	1	-9
CN(Cc1ccc(Cl)c(Cl)c1)C(=O)C1CC(=O)N(c2ccc3c(c2)OCCO3)C1 (stereo unspecified)	-0.5	nt	-4	nt	-6	nt	nt	i	17	nt

Not all compounds are listed; the hit share may differ from the screen's.
